TDP1 block: TDP1 (human) enzyme inhibition; Q9NUW8; recombinant TDP1, AlphaScreen DNA substrate cleavage; Potency, µM (top dose mostly 130 µM), inactives show at the highest dose activity change, negative = inhibition, usual class: inhibitors; 0.28% of 350,000 active; AID 485290; note: nearly all actives have a fitted effect of over 40% in size
Target sequence (Q9NUW8 whole entry, looked up): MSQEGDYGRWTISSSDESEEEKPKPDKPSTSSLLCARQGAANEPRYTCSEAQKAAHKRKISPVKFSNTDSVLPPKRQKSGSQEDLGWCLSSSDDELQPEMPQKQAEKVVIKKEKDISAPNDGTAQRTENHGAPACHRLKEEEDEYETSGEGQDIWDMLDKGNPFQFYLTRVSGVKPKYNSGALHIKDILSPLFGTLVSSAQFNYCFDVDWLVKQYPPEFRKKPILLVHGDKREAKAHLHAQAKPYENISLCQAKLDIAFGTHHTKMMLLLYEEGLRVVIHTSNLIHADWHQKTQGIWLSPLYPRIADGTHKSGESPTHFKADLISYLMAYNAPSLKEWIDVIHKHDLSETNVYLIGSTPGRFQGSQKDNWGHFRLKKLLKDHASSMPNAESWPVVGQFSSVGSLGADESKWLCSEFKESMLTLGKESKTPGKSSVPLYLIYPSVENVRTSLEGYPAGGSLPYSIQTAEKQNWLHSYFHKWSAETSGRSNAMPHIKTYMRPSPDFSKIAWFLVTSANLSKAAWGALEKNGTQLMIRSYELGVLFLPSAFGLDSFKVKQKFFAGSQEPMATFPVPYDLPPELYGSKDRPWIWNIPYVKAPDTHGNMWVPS
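Recombinant E. coli-expressed Tdp1 (1 nM) preincubated with compound 15 min at RT, then 5'-biotin/3'-phosphotyrosine-FITC DNA substrate (15 nM) added for 5 min. AlphaScreen beads (10 ug/ml) added, 10 min RT; tyrosine-FITC cleavage read as signal loss.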
N370S GC mod: N370S glucocerebrosidase modulation, Gaucher chaperone candidate; N370S GC spleen homogenate, 4MU-glucoside fluorescence; Potency, µM (highest dose often 59.4 µM), inactives show at the top dose activity change, negative = inhibition, most hits filed as inhibitors; 0.092% of 330,000 active;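 note: 0% = full enzyme activity and -100% = no enzyme basal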
TDP1 cell noCPT: qHTS for Inhibitors of human tyrosyl-DNA phosphodiesterase 1 (TDP1): qHTS in cells in absence of CPT; AID 686978, 2013; 15% of 420,000 active; Potency, µM (top dose mostly 46.2 µM), inactives show top-dose activity change, negative = growth inhibition, usual class: inhibitors; DT40 Tdp1-/- hTDP1 cells, no CPT, ATP luminescence, 48 h; note: nearly all actives have a fitted effect of over 55% in size
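Camptothecin absent (DMSO only). Human TDP1-complemented DT40 knockout cells, 400 cells/well, 37 °C for minimum 48 hr; ATP measured via CellTiter-Glo, 30 min dark incubation, luminescence.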
The depositor's hits bear a star; ? = inconclusive; . = no result given; & = joins results of further samples; [ ] = another dose, or the depositor's remark. Calls come from the whole dose curve; as a rule, active = well fitted curve in the direction sought with a large enough effect; inconclusive = small, poorly fitted or top-dose-only effect, or another doubt; inactive = no such curve, though single readings can be large; an effect the other way counts as inactive or inconclusive. Unless noted, % is set by controls: 0 for no effect and ±100 for the full control effect; potency is the fitted concentration of half-maximal effect.

The first 7 entries, to show the layout:
SMILES	TDP1 block	N370S GC mod	TDP1 cell noCPT
CCCN(CCC)Cc1c(C(=O)N/N=C/C(C)=C\c2ccccc2)nnn1-c1nonc1N	-2.0%	-7.9%	25.9µM*
Cc1cccc(S(=O)(=O)NCCc2cn3ccccc3n2)c1	-3.5%	-2.2%	-8.1%
CSCC[C@H](NC(=O)C1CCN(S(=O)(=O)c2ccc(C)cc2)CC1)C(=O)NCC1CCCO1 (stereo not given in full)	0.0%	4.4%	-23.2%
COc1ccc(-n2ncc3c(NCCC4=CCCCC4)ncnc32)cc1	5.2%	.	?
Cc1ccc(C(=O)CCC(=O)N2CCC(C(N)=O)CC2)s1	-2.7%[56.1 µM]	.	8.9%
COc1ccccc1-c1sc2ccccc2c1-c1ccccc1OC	-2.8%	.	?
CCCCN(CC)CCNC(=O)c1cc2c(C)nc3ccccc3c2o1	2.6%	4.3%	23.1µM*

This part in full, from the start:
SMILES	TDP1 block	N370S GC mod	TDP1 cell noCPT
CCCN(CCC)Cc1c(C(=O)N/N=C/C(C)=C\c2ccccc2)nnn1-c1nonc1N	-2.0%	-7.9%	25.9µM*
Cc1cccc(S(=O)(=O)NCCc2cn3ccccc3n2)c1	-3.5%	-2.2%	-8.1%
CSCC[C@H](NC(=O)C1CCN(S(=O)(=O)c2ccc(C)cc2)CC1)C(=O)NCC1CCCO1 (stereo not given in full)	0.0%	4.4%	-23.2%
COc1ccc(-n2ncc3c(NCCC4=CCCCC4)ncnc32)cc1	5.2%	.	?
Cc1ccc(C(=O)CCC(=O)N2CCC(C(N)=O)CC2)s1	-2.7%[56.1 µM]	.	8.9%
COc1ccccc1-c1sc2ccccc2c1-c1ccccc1OC	-2.8%	.	?
CCCCN(CC)CCNC(=O)c1cc2c(C)nc3ccccc3c2o1	2.6%	4.3%	23.1µM*
COc1ccc(Cl)cc1S(=O)(=O)N1CCN(C(=O)c2cc(OC)c(OC)c(OC)c2)CC1	0.0%	-6.8%	-28.5%
O=C(c1ccccc1)c1ccc(OCCCCN2CCCCC2)cc1	0.0%	-6.3%	-0.7%
CCCCCOP(=O)(OCCCCC)C1(NS(=O)(=O)c2ccccc2)C=CC(=O)c2ccccc21 (stereo not given)	7.3%	-11.1%	?
CC(=O)N1CCc2cc(C(=O)CN3CCN(c4ccccn4)CC3)ccc21	-3.9%	-0.7%	8.5%
COCCN(CC(=O)NCc1ccc2c(c1)OCO2)C(=O)CCC(=O)Nc1nccs1	-2.4%	4.7%	-0.8%
COc1ccc(OC)c(C2C(C(C)=O)=C(O)C(=O)N2CCN2CCOCC2)c1 (stereo not given)	0.0%	-25.4%	2.2%
CCc1cc(CNC(=O)C2CCC(=O)N(CCc3ccc(OC)cc3)C2)on1 (stereo not given)	1.9%[56.1 µM]	-16.6%	-8.0%
CCc1nnc(NC(=O)CCC(=O)Nc2ccccc2)s1	6.6%	0.8%	-0.8%
CCn1cc(C(=O)Nc2sc(C)c(C)c2C(=O)OC)cn1	-5.3%	23.8%	-29.8%
COc1ccc2[nH]c(=O)c(CN(C(=O)c3cccc(Cl)c3)c3ccccc3C)cc2c1	6.1%	.	?
Cc1cccc(-c2nsc(SCC(=O)NCC3CCCO3)n2)c1 (stereo not given)	-1.2%	5.8%	-25.0%
COc1nc(NCc2ccco2)nc(NC2CCCCC2)n1	0.0%	1.4%	?
COc1cc(NC(=O)c2ccccc2)c(OC)cc1NC(=O)Cc1ccccc1	.	-4.8%	?
Cc1cc(OCC(=O)Nc2ccc(N3CCN(C(=O)c4ccco4)CC3)cc2)cc(C)c1Cl	-3.2%	21.9%	10.3µM*
O=C(c1cc(C2CC2)nn1-c1ccccc1)N1CCN(c2ncc(C(F)(F)F)cc2Cl)CC1	-1.9%	.	-14.5%
O=C(NCc1ccc2c(c1)OCO2)c1cc2n(n1)C(C(F)(F)F)CC(c1ccc3c(c1)OCO3)N2 (stereo not given)	2.3%	1.1%	-14.2%
CCN1CCN(C(=O)Cn2nc(-c3ccc(Cl)cc3)ccc2=O)CC1	2.5%	-5.9%	?
COc1ccc(CNC(=O)c2cc(C(=O)C3CC3)c[nH]2)cc1	2.1%	-22.8%	-18.3%
Cc1ccc2nc(-c3ccc(C)o3)c(Nc3ccc4c(c3)OCO4)n2c1	1.3%	.	?
COc1cc2nc(=S)n3[nH]c(CCn4c(C)nc5ccccc54)nc3c2cc1OC	3.3%	-1.7%	-3.0%
O=C(OCC(=O)N1CCN(C(=O)c2ccco2)CC1)c1cncc(Br)c1	-8.8%	.	25.1%
O=C(/C=C/c1cc([N+](=O)[O-])ccc1OC(F)F)NCc1ccc(Cl)cc1	3.5%	-1.0%	?
Cc1ccc(-c2nnc(Nc3ccc(S(N)(=O)=O)cc3)c3ccccc23)cc1S(=O)(=O)N1CCOCC1	-2.2%[12.3 µM]	.	?
O=C(NCCc1csc(-c2ccc(C(F)(F)F)cc2)n1)C(=O)Nc1ccc(F)c(Cl)c1	4.4%	.	?
CSc1nc(C)c(C(=O)Nc2ccccc2)c(-c2ccco2)c1C#N	.	-5.6%	9.0%
O=C(/C=C/c1ccco1)Nc1ccccc1N1CCCCC1	0.0%	12.6%	?
Cc1cccc(N2C(=O)C(O)=C(C(=O)c3cccs3)C2c2cccc(Oc3ccccc3)c2)n1 (stereo not given)	8.4%	-10.4%	?
CCc1ccc(NC(=O)Cn2nc(C(F)(F)F)c3c2CCCC3)cc1	2.1%	.	?
O=C(c1cccn1-c1nnc(N2CCCCC2)s1)N1CCN(c2ccccc2)CC1	2.6%	.	?
CC1=C(C#N)C(Nc2cccc(C)n2)(C(F)(F)F)C(=O)N1 (stereo not given)	5.2%	4.4%	-0.1%
CC(=O)N1CCN(Cc2nc3cc(NC(=O)C4CCCCC4)ccc3n2C)CC1	2.0%	5.0%	-0.5%
COc1ccc(-n2c(-c3ccco3)nc3c(cnn3-c3ccc(C)cc3)c2=O)cc1	0.0%	21.6%	11.6µM*
CCOc1ccc(NC(=S)NC(=O)c2ccco2)cc1	.	1.2%	29.1µM*
COc1cc(-c2ccno2)ccc1S(=O)(=O)N1CCN(c2ccccc2F)CC1	-1.5%	.	-21.7%
O=C(Nc1ccc(Br)cn1)c1cccc(C(=O)Nc2ccc(Br)cn2)c1	.	-11.9%	?
O=C(CSCc1ccc(Cl)cc1)Nc1ccc2c(c1)OCCO2	1.5%	-5.7%	-12.8%
CCC(C)(C(=O)NC1CCCCC1)N(CC1CCCO1)C(=O)Cc1cccs1 (stereo not given)	4.9%	-5.5%	-0.7%
CCCCN(C(=O)c1cccc(S(=O)(=O)N2CCCC2)c1)c1c(N)n(CCC)c(=O)[nH]c1=O	-4.1%[56.1 µM]	.	1.8%
COc1cc(-c2noc(C)n2)cc(OC)c1OC	1.4%	-0.9%	-11.0%
NNC(=O)CSc1c(-c2cccs2)[nH]c2ccccc12	2.7%	2.2%	1.6%
CC(C)(C)NC(=O)C1CCN(S(=O)(=O)c2ccc(Br)cc2)CC1	0.0%	1.7%	-7.5%
Cc1c(-c2nc(N)nc(Nc3ccccc3)n2)oc2ccccc12	6.2%	-11.1%	16.4µM*
CCOc1ccccc1CNC(=O)CN1C(=O)CCCc2ccccc21	5.0%	.	?

Four records picked at random from those above, as already listed:
SMILES	TDP1 block	N370S GC mod	TDP1 cell noCPT
O=C(CSCc1ccc(Cl)cc1)Nc1ccc2c(c1)OCCO2	1.5%	-5.7%	-12.8%
COc1cc(-c2ccno2)ccc1S(=O)(=O)N1CCN(c2ccccc2F)CC1	-1.5%	.	-21.7%
CCC(C)(C(=O)NC1CCCCC1)N(CC1CCCO1)C(=O)Cc1cccs1 (stereo not given)	4.9%	-5.5%	-0.7%
NNC(=O)CSc1c(-c2cccs2)[nH]c2ccccc12	2.7%	2.2%	1.6%

Next section.
SMILES	TDP1 block	N370S GC mod	TDP1 cell noCPT
CCOc1ccc(-n2c(N)c(C(=O)N3CCN(C)CC3)sc2=S)cc1	-0.6%	-8.5%	-3.1%
CCCS(=O)(=O)c1snnc1C	1.9%	-15.6%	-13.8%
Cn1c(=O)c2c(nc(N3CCOCC3)n2Cc2cccc(Br)c2)n(C)c1=O	1.1%	.	5.8µM*
CC(=O)Nc1ccc(NC(=O)CCc2c(C)noc2C)cc1	0.3%	-3.0%	12.4%
C=CCC(C)(NCc1ccccc1)c1ccccc1 (stereo not given)	-2.8%	-0.9%	?
CCOC(=O)c1[nH]ncc1CN1CCN(Cc2ccccc2)C(CCO)C1 (stereo not given)	-8.5%	-11.6%	7.5%
CCCCCCCC1=Cc2ccccc2C(C(C(=O)OC)C(=O)OC)N1C(=O)OC (stereo not given)	10.7%[12.3 µM]	4.3%[12.8 µM]	.
Cc1ccc(NC(=O)Cn2cnc3nc4c(cc3c2=O)CCCC4)cc1Cl	3.0%	.	2.3%
O=C1C=C(c2cccc3c2sc2ccccc23)C[C@@H](c2ccc(F)cc2)C1	2.1%	.	?
Nc1nc(NCc2c(F)cccc2Cl)nn1-c1ccccc1	9.3%	5.1%	-24.0%
COc1cccc(-n2c(SCC(=O)NC3CCCC3)nnc2-c2ccco2)c1	.	5.2%	-10.0%
O=c1c(O)c(-c2ccc(O)cc2)oc2cc(O)cc(O)c12	17.0%[56.1 µM]	?	?
C=CCNc1nc2c(c(=O)n(C)c(=O)n2C)n1CCCCCC	7.2%	3.0%	1.64µM*
Cc1ccc(Cl)c(NC(=O)CSc2cccc[n+]2[O-])c1Cl	0.6%	.	-3.3%
Cn1c(N/N=C/c2cc3ccccc3nc2Cl)nc2ccccc21	5.5%	-0.6%	2.59µM*
Cc1ccccc1C(=O)Nc1ccc2nc(SCC(=O)N3CCc4ccccc43)sc2c1	-3.6%	.	3.66µM*
CN(C)S(=O)(=O)c1ccc(C(=O)OCC2CCCO2)cc1 (stereo not given)	.	-16.9%	6.2%
CCOC(=O)CON1C(=O)C(C)(C)N(OCC(=O)OCC)C(=O)C1(C)C	3.0%	0.7%	-7.7%
O=c1oc2cc(Br)ccc2n1CSC1=NCCS1	-9.6%	14.5%	18.4µM*
Cn1cc(C(=O)Nc2cccc(F)c2)cn1	3.2%	-19.5%	-1.4%
COc1ccc(NC(=O)C2CCCNC2=O)cc1 (stereo not given)	.	-3.2%	2.7%
CCc1cc(C(N)=O)c(NC(=O)c2ccc(OC)cc2)s1	5.3%	22.0%	?
N=c1c(C(=O)NCc2ccc3c(c2)OCO3)cc2c(=O)n3ccccc3nc2n1CC1CCCO1 (stereo not given)	1.8%	6.5%	?
O=c1cc(N2CCCC2)c2ccccc2o1	-7.3%	7.4%	-2.1%
O=C(COc1coc(CN2CCc3ccccc3C2)cc1=O)Nc1cccc([N+](=O)[O-])c1	0.3%	1.5%	-24.8%
CCC(C)(C#CCN1CCCCC1)OCCC#N (stereo not given)	6.3%	-8.8%	2.5%
COC(=O)c1cn(C(=O)c2ccco2)c2ccccc12	1.0%	5.0%[2.35 µM]	?
Cc1ccc(N2C(=O)CCSC23C(=O)Nc2ccccc23)cc1 (stereo not given)	5.1%	-7.9%	-18.4%
COc1ccc(O)c(/C=N/NC(=O)c2ccc(CSc3nc(C)cc(C)n3)cc2)c1	?	-5.9%	2.91µM*
CCOc1ccc(NC(=O)CC2C(=O)N(c3ccc(OC)cc3)C(=O)N2Cc2ccc(OC)cc2)cc1 (stereo not given)	3.5%	20.0%	?
CCn1cc(C(=O)NCC2CCCO2)c(=O)c2cc(S(=O)(=O)N3CCC(C)CC3)ccc21 (stereo not given)	5.9%	5.7%	?
COc1cc(CN2CCCC(C(=O)c3ccccc3SC)C2)cc(OC)c1 (stereo not given)	9.9%	-9.3%	?
Cc1ccc(/C=N/NC(=O)Cn2nc(C)c([N+](=O)[O-])c2C)o1	0.0%	-10.0%	-13.4%
Cc1ccc(CN2CC(C(=O)N3CCN(S(=O)(=O)c4ccc(C(C)C)cc4)CC3)CC2=O)cc1 (stereo not given)	6.1%	-7.4%	?
COC(=O)Cc1ccc(NC(=S)NCc2ccc(OC)cc2)cc1	0.0%	-1.2%	-25.9%
CC(=O)N(/N=C1\Sc2ccccc2C1=O)c1ccc(C)cc1C	7.9%	-20.3%	?
CCc1ccc(OCc2nc(-c3ccccn3)no2)c(Br)c1	-2.8%	25.9%	-7.5%
COC(=O)CSc1nc2ccc(C)cc2cc1C#N	2.6%	19.5%	-11.3%
CCOC(=O)c1ccc2c(c1)NCc1cccc(OC)c1O2	6.3%	8.3%	10.3µM*
O=C(CSc1ccccn1)c1ccc(F)cc1	6.1%	6.5%	-13.6%
CC1=CC(C)(C)N(C(=O)c2ccccc2)c2ccccc21	-3.0%	10.3%	-11.6%
Nc1nc(NCc2cccc(Cl)c2)c2[nH]cnc2n1	2.5%&3.4%	.	?
CN(C)N1C(N)=C(C#N)C(c2ccc(F)cc2)C2=C1CC(C)(C)CC2=O (stereo not given)	.	-3.1%	8.0%
CN(C)Cc1nc2ccccc2c(=O)n1Cc1nc(-c2cc3ccccc3o2)cs1	9.8%	?	18.4µM*

Screens (PubChem)

These rows are one share of the data; the hit share may differ from the screen's.
